# Assay outcomes: PubChem BioAssay, The Scripps Research Institute Molecular Screening Center
# M5 antag: CHRM5 antagonism in calcium assay. actives 0.59% (n = 360,000). inhibition, % at 3 µM. P08912. CHO-hM5 cells, Fluo-8 calcium fluorescence, ACh EC80. AID 624040;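 active = inhibition above a per-plate cutoff, the mean of that plate's test compounds plus 3 SD, cut at about 27% in these data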;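 note: 0% = acetylcholine EC80 with DMSO and 100% = DMSO without agonist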
# Target sequence (P08912 whole entry, looked up): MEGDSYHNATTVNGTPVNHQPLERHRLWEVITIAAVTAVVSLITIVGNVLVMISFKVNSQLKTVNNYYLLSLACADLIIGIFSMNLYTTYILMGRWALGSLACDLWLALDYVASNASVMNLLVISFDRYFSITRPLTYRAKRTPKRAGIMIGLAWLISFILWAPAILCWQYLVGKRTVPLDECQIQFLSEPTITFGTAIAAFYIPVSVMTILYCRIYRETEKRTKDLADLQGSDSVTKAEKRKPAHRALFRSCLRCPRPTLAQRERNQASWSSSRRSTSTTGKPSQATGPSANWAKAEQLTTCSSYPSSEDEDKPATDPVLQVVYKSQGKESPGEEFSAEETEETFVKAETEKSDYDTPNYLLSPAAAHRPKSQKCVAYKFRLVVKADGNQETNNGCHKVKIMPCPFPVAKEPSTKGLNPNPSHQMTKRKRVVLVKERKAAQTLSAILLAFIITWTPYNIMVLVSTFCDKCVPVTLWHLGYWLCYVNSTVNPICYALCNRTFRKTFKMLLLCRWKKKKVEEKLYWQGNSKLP
# M4 PAM: potentiates acetylcholine response at human M4 receptor. actives 0.4% (n = 360,000). activation, % at 3 µM. CHO-K1 hM4/Gqi5, Fluo-8 calcium fluorescence, ACh EC20; 0% = ACh EC20, 100% = maximal ACh. AID 624126;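 active = activation above its plate's cutoff, the mean activation of sample wells plus 3 SD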; note: some results filed as inactive read as strong as hits
# Target sequence (P08173 whole entry, looked up): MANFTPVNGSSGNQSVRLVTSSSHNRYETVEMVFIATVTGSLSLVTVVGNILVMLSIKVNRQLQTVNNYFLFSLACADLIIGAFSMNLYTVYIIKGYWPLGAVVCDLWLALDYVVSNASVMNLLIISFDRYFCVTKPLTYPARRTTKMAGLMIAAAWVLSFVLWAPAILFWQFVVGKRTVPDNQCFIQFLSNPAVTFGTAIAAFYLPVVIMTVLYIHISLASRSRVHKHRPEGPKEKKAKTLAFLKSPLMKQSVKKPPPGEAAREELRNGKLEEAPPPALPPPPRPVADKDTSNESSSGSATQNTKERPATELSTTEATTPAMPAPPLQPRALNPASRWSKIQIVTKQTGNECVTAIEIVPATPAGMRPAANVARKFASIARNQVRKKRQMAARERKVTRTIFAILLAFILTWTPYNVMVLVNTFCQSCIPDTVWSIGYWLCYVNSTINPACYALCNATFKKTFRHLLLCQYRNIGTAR
# M4 antag: antagonists of human muscarinic M4 receptor (CHRM4). P08173. CHO-hM4 cells, ACh EC80, Fluo-8 calcium fluorescence. inhibition, % at 3 µM. actives 0.73% (n = 360,000);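 active = inhibition above its plate's cutoff, the mean inhibition of sample wells plus 3 SD, cut at about 27% in these data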;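 note: 0% = acetylcholine EC80 with DMSO and 100% = DMSO without agonist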
# CHO-K1 Ca antag: counter-screen for M1 antagonists: effect in parental CHO-K1 cells; actives 0.6% (n = 360,000); inhibition, % at 3 µM; ATP-induced calcium, Fluo-8 fluorescence;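 active = inhibition above a per-plate cutoff, the plate's mean sample inhibition plus 3 SD, cut at about 24% in these data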;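 note: 0% = DMSO plus EC80 ATP and 100% = DMSO alone without ATP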
# CHRM5 PAM: positive allosteric modulators of human muscarinic M5 receptor; CHO-K1 hM5, Fluo-8 calcium, ACh EC20 PAM; 0% = ACh EC20, 100% = ACh EC100; activation, % at 3 µM; actives 0.3% (n = 360,000);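 active = activation above the run cutoff, the mean activation of all test compounds plus 3 SD, cut at about 18% in these data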
#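 Assay system: CHO-K1 hM5 cells / Incubation: Fluo-8 loading 80 min at 37 °C plus 30 min room temperature / Technique: Fluo-8 calcium dye fluorescence, kinetic read / Repeats: single replicate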
# CHO-K1 Ca PAM: counter-screen for M1 PAMs: effect in parental CHO-K1 cells; actives 0.02% (n = 360,000); activation, % at 3 µM; AID 602247; ATP EC20, Fluo-8 calcium fluorescence; 0% at ATP EC20, 100% at ATP max;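 active = activation above the run cutoff, the mean activation of all test compounds plus 3 SD, cut at about 40% in these data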;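 note: peak over basal fluorescence ratio in a 140 s read after ATP addition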
# CHO-K1 Ca ag: nonselective activator or artifact in parental CHO-K1 cells. Fluo-8 calcium fluorescence; scaled to maximal ATP response, vehicle zero. activation, % at 3 µM. actives 0.48% (n = 360,000). AID 602248; in the data active = activation above about 15%;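 note: untransfected CHO-K1 host cells lacking M1 receptor as counterscreen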
# CHRM4 agonist: CHRM4 agonism in calcium assay | P08173 | actives 0.14% (n = 360,000) | CHO-K1 hM4/Gqi5, Fluo-8 calcium fluorescence; vehicle 0%, full acetylcholine response 100% | activation, % at 3 µM;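 active = activation above the run mean over all test wells plus 3 SD, cut at about 32% in these data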;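 note: peak over basal fluorescence ratio per well then scaled between controls; 0% = DMSO wells and 100% = acetylcholine at EC100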
# CHRM5 agonist: CHRM5 agonism in calcium assay | actives 0.19% (n = 360,000) | activation, % at 3 µM | CHO-K1 hM5 cells, Fluo-8 calcium fluorescence; 0% DMSO wells, 100% maximal acetylcholine response | P08912;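 active = activation above the run's mean over test compounds plus 3 SD, cut at about 23% in these data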;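 note: signal is peak over basal fluorescence ratio across the kinetic read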
# Active calls of the source: *; nt = not tested or not shown.
# Each structure is followed by: M5 antag	M4 PAM	M4 antag	CHO-K1 Ca antag	CHRM5 PAM	CHO-K1 Ca PAM	CHO-K1 Ca ag	CHRM4 agonist	CHRM5 agonist
CCCCC(=O)Nc1nnc(S(=O)(=O)N2CCCc3ccccc32)s1
 : 0	-1	-5	-2	-1	14	0.3	2	-2
COc1ccc(C(=O)CSc2nnc3n2CCCN3C(=O)Nc2ccccc2)cc1
 : -3	-6	-4	-4	-7	4	3.7	6	1
CCOc1ccc(N(C(=O)CNS(=O)(=O)c2ccccc2)C(CC)C(=O)NCc2ccco2)cc1 (stereo unspecified)
 : 4	2	3	-22	-1	9	0.6	3	-1
Cc1ccc(NS(=O)(=O)c2ccc(NC(=O)C3CC3)cc2)c(C)c1
 : 0	-6	-3	-1	-11	1	12	13	4
CCOc1ccc(NC(=O)c2cccc(S(=O)(=O)Nc3c(C)n(C)n(-c4ccccc4)c3=O)c2)cc1
 : -6	0	-8	-18	3	12	1.5	4	-7
COC(=O)N(NC(=O)C(O)(c1ccccc1)c1ccccc1)c1ccc(C)cc1
 : -3	-1	-6	-11	-4	22	1.0	2	-3
CC1CC(C)CN(S(=O)(=O)c2ccc(C(=O)NCc3ccco3)cc2)C1 (stereo unspecified)
 : -1	-2	-1	-16	7	9	1.3	3	-8
CCCN1Cc2cc(OC)ccc2-c2ccccc2S1(=O)=O
 : -7	-3	10	12	1	-8	0.1	1	-2
CCOc1ccc(CNC(=O)CCS(=O)(=O)c2ccc3c(c2)oc(=O)n3C)cc1
 : -1	-5	-2	18	1	-8	-0.3	0	-4
O=C1NC(c2ccccc2Cl)=N/C1=C/c1ccco1
 : 0	-5	-13	0	7	0	1.4	1	1
Cc1ccc(S(=O)(=O)N2CCC(=O)N(C(COCc3ccc(Cl)cc3Cl)Cc3ccccc3)CC2)cc1 (stereo unspecified)
 : 10	2	-12	1	10	14	1.5	0	-4
C=CCn1c(C)cc(C(=O)CN2NS(=O)(=O)c3ccccc3C2=O)c1C
 : 7	-3	1	5	0	-7	1.1	3	-6
Cc1ccc(S(=O)(=O)N(C)C)cc1NC(=O)COC(=O)c1sc2cc(Cl)ccc2c1Cl
 : 1	10	-3	-3	-3	-8	-0.1	0	-1
COc1ccccc1C(=O)COC(=O)C1CCN(S(=O)(=O)c2ccccc2)CC1
 : 4	-4	6	-2	-2	-9	0.2	1	1
Cn1c(C(=O)NC2CC2)cc2c(=O)n(C)c3ccccc3c21
 : 1	31*	5	7	-4	-3	1.0	25	1
CCOC(=O)c1cnn(CCOC(=O)c2ccccc2F)c1NC(=O)c1ccccc1F
 : -5	10	-6	-13	4	-1	0.8	2	0
Cc1ccc2nc(NS(C)(=O)=O)sc2c1
 : 0	8	-2	-13	7	8	1.1	2	0
Cc1[nH]c(=O)[nH]c(=O)c1/C=C/C(=O)O
 : -1	-2	2	-3	10	-11	-0.5	1	1
CC(C)C[C@@H](CC#N)N1CCN(Cc2ccccc2)CCC1=O
 : 4	1	4	-8	0	13	0.7	1	-1
O=C(O)CCN1C(=O)c2ccccc2C1=O
 : -7	21	-17	-10	-1	16	0.1	1	2
C[C@@H]1CN([C@@H](C)CO)C(=O)CCCn2nncc2CO[C@H]1CN(C)C(=O)Nc1ccc2c(c1)OCO2
 : -3	7	-3	-3	-1	9	0.1	2	0
O=P(CCO)(c1ccccc1)c1ccccc1
 : 0	3	-1	2	3	1	0.5	1	-1
COc1ccc2cc(CN(Cc3ccco3)C(=S)NCC3CCCO3)c(=O)[nH]c2c1 (stereo unspecified)
 : 0	1	0	-4	3	23	0.9	0	0
COc1ccc(S(=O)(=O)N2CCOCC2)cc1NC(=O)CCOc1ccc(C(C)(C)C)cc1
 : 2	2	5	-8	-3	6	1.5	4	4
COc1ccccc1NC(=S)N1CCC(NC(=O)NC23CC4CC(CC(C4)C2)C3)CC1
 : -6	5	-6	-22	5	23	0.9	2	1
O=C(NC(=S)N1CCN(Cc2ccccc2)CC1)c1cccnc1
 : 5	-6	5	-3	7	4	0.1	1	4
O=C(Cc1ccc([N+](=O)[O-])cc1)NCc1cccnc1
 : 6	0	-4	-8	2	23	3.3	2	-5
COc1ccccc1N(CC(=O)N1CCC(C(N)=O)CC1)S(=O)(=O)c1ccccc1
 : 8	2	-23	-7	4	-17	-0.3	3	-2
Cc1ccc(C(=O)OCCOc2cccc(Cl)c2)cc1S(=O)(=O)N1CCOCC1
 : -1	-10	9	-2	-9	17	5.2	9	0
CC(=O)Nc1ccc(CN(C)c2c(C)nc3ccc(C(=O)NCCCN4CCCC4=O)cn23)cc1
 : -5	9	-16	-20	2	13	0.3	1	-2

# Overlap with the part before: two entries; new compounds follow.
# Each structure is followed by: M5 antag	M4 PAM	M4 antag	CHO-K1 Ca antag	CHRM5 PAM	CHO-K1 Ca PAM	CHO-K1 Ca ag	CHRM4 agonist	CHRM5 agonist
Cc1ccc(C(=O)OCCOc2cccc(Cl)c2)cc1S(=O)(=O)N1CCOCC1
 : -1	-10	9	-2	-9	17	5.2	9	0
CC(=O)Nc1ccc(CN(C)c2c(C)nc3ccc(C(=O)NCCCN4CCCC4=O)cn23)cc1
 : -5	9	-16	-20	2	13	0.3	1	-2
CCOC(=O)c1cnn(-c2cc(Oc3cccc(C)c3)ncn2)c1N
 : -7	5	-3	-6	7	22	0.5	2	-3
O=C1c2c(-c3ccc(Br)cc3)noc2CCN1Cc1cn(-c2ccc(Cl)cc2)nn1
 : -2	15	-13	nt	-2	nt	nt	3	2
Cc1nc(Nc2ccccc2C)c2cnn(C)c2n1
 : 11	7	-9	9	-3	14	0.4	0	0
CN(C)c1ccc(/C=N/NC(=O)CNC(=O)/C=C/c2ccccc2)cc1
 : 7	0	-2	-14	4	26	0.7	1	-3
COc1ccccc1/C=C/C(=O)OCC(=O)NC1CCCCCC1
 : 19	-2	11	-11	0	-7	-0.8	-1	-4
CC(C)(C)C(=O)COc1ccccc1[N+](=O)[O-]
 : 2	-5	-2	-1	9	3	0.2	0	0
C/C(NCCc1ccccc1)=C1/CCOC1=O
 : 5	0	-6	-3	-4	7	0.5	0	0
COc1ccc(CNc2ncnc3cc(OC)c(OC)cc23)cc1OC
 : 4	2	-6	3	12	-9	0.2	0	4
CCCCOC(=O)c1ccc(O)cc1
 : 8	18	2	-3	1	-6	-0.3	2	-4
CCCCn1c(-c2ccccc2)nnc1-c1ccccc1
 : -12	9	-15	4	1	9	-0.1	-1	-8
COc1ccc(C2=[N+]([O-])C(C)(C)C(c3ccccc3)=N2)cc1
 : -14	11	-3	-7	0	18	3.1	7	-1
CSc1cccc(CN2CCN(CCC(C)C)C(CCO)C2)c1 (stereo unspecified)
 : -6	-22	1	-6	3	-1	1.1	1	-14
COc1ccc(N2C(=O)C3C(C2=O)C2C=CC3C23CC3)c(OC)c1 (stereo unspecified)
 : -4	4	-4	-3	14	10	0.3	0	-5
FC(F)(F)c1ccccc1Cc1c(-c2cccc(Cl)c2)nc2ccc(Br)cn12
 : -3	3	-9	5	0	2	0.8	0	-1
O=C(/C=C/c1ccc(F)cc1)N1CCN(Cc2ccccc2)CC1
 : -1	-1	0	-3	2	3	0.1	1	0
Cc1cccc(OCc2nnc(N)s2)c1
 : 0	5	4	-6	1	-13	0.6	2	3
CC(C)(C)NC(=O)C(C1CC1)n1c(-c2ccccc2)nc2ccccc21 (stereo unspecified)
 : -9	24*	0	nt	7	nt	nt	3	0
[N-]=[N+]=NC[C@H](Cc1ccccc1)N1CC[C@@H](OCc2ccccc2)CCC1=O
 : -1	4	5	3	10	3	-0.1	2	4
CC(C)CNC(=O)CC(=O)N/N=C/c1ccc(Br)cc1
 : 4	4	5	-7	3	2	2.8	1	1
COc1ccc(N2CCN(c3ncnc4scc(-c5ccc(C)cc5)c34)CC2)cc1
 : 7	-7	3	-20	-1	27	-0.1	-1	-5

# Ordered by the number under CHRM4 agonist (low to high): some entries from above.
mol	CHRM4 agonist
CC(C)(C)C(=O)COc1ccccc1[N+](=O)[O-]	0
O=C(Cc1ccc([N+](=O)[O-])cc1)NCc1cccnc1	2
COc1ccccc1N(CC(=O)N1CCC(C(N)=O)CC1)S(=O)(=O)c1ccccc1	3

# Additional records
# Each structure is followed by: M5 antag	M4 PAM	M4 antag	CHO-K1 Ca antag	CHRM5 PAM	CHO-K1 Ca PAM	CHO-K1 Ca ag	CHRM4 agonist	CHRM5 agonist
Cc1nn(CC(C)C)c2sc(C(=O)NC3CC(C)(C)NC(C)(C)C3)cc12
 : 2	-1	-1	-12	0	11	0.9	0	-3
Cc1cccc(N(CC(=O)NC2CCCC2)C(=O)CCC(=O)Nc2ccccn2)c1
 : 15	0	-3	-3	-4	3	0.7	-1	0
Cc1ccccc1NS(=O)(=O)c1ccc(C(=O)N2CCC2)cc1
 : -1	1	-6	8	0	-6	0.9	1	4
O=C(Nc1nsc(-c2ccccc2)n1)c1cccs1
 : 4	1	-2	-5	-3	4	0.5	1	-1
CCOC(=O)C1=C(C)NC(=O)NC1c1ccccc1Cl (stereo unspecified)
 : 2	2	6	-6	-5	14	0.2	0	-2
C=CCSc1nnc(NC(=O)Cn2cnc3c2c(=O)n(C)c(=O)n3C)s1
 : -2	10	-9	-12	11	-5	0.2	1	2
COc1ccccc1CC(NC(C)=O)C(=O)NC1CCN(C(=O)Nc2ccc(F)cc2)CC1 (stereo unspecified)
 : -6	8	-6	-11	7	-5	1.4	2	-1
CC1CCN(C(C)C(=O)Nc2cc(S(=O)(=O)N3CCCCC3)ccc2Cl)CC1 (stereo unspecified)
 : 12	2	2	-12	-2	11	0.2	-2	1
Cc1ccccc1NC(=O)Cn1c(=O)oc2ccccc21
 : 2	-7	-1	-2	-2	-6	1.1	1	2
CCCNC(=O)C(Cc1ccccc1)NS(=O)(=O)c1cccc2nsnc12 (stereo unspecified)
 : 6	-3	2	-4	2	7	-0.2	1	-3
Cc1cc(C)n(-c2ccc(Cl)c(C(=O)OCC(=O)N3CCCCC3C)n2)n1 (stereo unspecified)
 : -3	-1	-11	10	-3	-6	0.8	4	-3
COc1cc(/C=C/C(=O)OCC(=O)NC(=O)NC(C)(C)C)ccc1O
 : 4	5	5	-20	-2	17	1.2	3	-1
CCOC(=O)C1=C(COC(=O)CCOc2ccc(OCC)cc2)NC(=O)NC1C (stereo unspecified)
 : -1	1	-23	-12	-10	-3	5.7	16	5
CS(=O)(=O)N1CCCC(C(=O)Nc2ccccc2Cl)C1 (stereo unspecified)
 : 15	8	3	-2	0	5	0.1	1	-2
CCCCNC(=S)N/N=C/c1ccc(OCC(=O)Nc2c(C)cc(C)cc2C)c(OC)c1
 : 2	7	-4	1	-1	11	0.9	1	0
CC(C)c1ccc(N2CC(C)(C)C2=O)cc1
 : -1	0	-3	-5	-11	10	0.3	1	-2
CCCNC(=O)C1CC(c2cccc(F)c2)=NO1 (stereo unspecified)
 : 7	20	12	10	0	8	-0.4	1	-2
CCCCn1c(N)c(N(CC(C)C)C(=O)CSc2nn(-c3ccc(F)cc3)c(=S)s2)c(=O)[nH]c1=O
 : 1	1	-3	-12	7	17	-0.6	0	2
O=S(=O)(NCCCc1ccccc1)c1ccc(Cl)cc1
 : -1	-1	15	-1	-2	18	0.0	-2	-5
Cc1ccc(S(=O)(=O)NC(=O)Nc2ccc(N(C)C)cc2)cc1
 : 5	5	5	-4	6	16	0.4	0	-6
COc1cc(CN(C)C)cc(C=O)c1O
 : 5	-2	-5	-2	-2	0	-0.1	1	-3
COc1cc2c(cc1OC)C(c1cc([N+](=O)[O-])ccc1O)NCC2 (stereo unspecified)
 : 8	2	-9	-18	2	18	1.0	2	1
Cc1c(C)c2ccc(OCC(=O)NCCCn3ccnc3)c(C)c2oc1=O
 : -10	0	5	-11	6	10	0.5	1	-5
